# Bioassay records: PubChem, National Center for Advancing Translational Sciences (NCATS)
# TSHR antagonist: blocks TSH signaling through the human TSH receptor; 330,000 compounds, 0.2% hits; activity change, negative = inhibition, % at 11.5 µM; P16473; TSHR-expressing cells, TSH-stimulated cAMP HTRF, 2 h; hits give low values;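 active = activity change below a set negative limit, meaning inhibition stronger than a set level, cut at about -70% in these data; inconclusive = activity change between two set negative limits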; note: % is set by controls: 0 for no effect and ±100 for the full control effect
#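 TSHR-expressing cells were treated with compounds, then stimulated with TSH at EC80 (4nM final) for 2 hours at 37 deg C. Cellular cAMP was measured by HTRF competition between lysate cAMP and cAMP-d2 for a cryptate-labelled anti-cAMP antibody.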
# Eya2 phos inh: inhibitors of human Eya2 phosphatase activity | O00167 | recombinant Eya2, OMFP fluorescence dephosphorylation (OMFP is methylfluorescein phosphate) | Potency, µM (titrated, usually from 76.9 µM), inactives show top-dose activity, negative = inhibition, actives largely listed as inhibitors | 330,000 compounds, 0.006% hits | AID 488837; note: potency is the fitted concentration of half-maximal effect; % is set by controls: 0 for no effect and ±100 for the full control effect
#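 Eya2 protein (added as 0.2 uM solution) was preincubated with compound for 10 min at ambient temperature in 50 mM HEPES pH 7.5, 50 mM NaCl, 5 uM MgCl2, 0.05% BSA, 1 mM DTT. OMFP (added at 50 uM) then reacted 10 min; fluorescence read at 485/525 nm.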
# MBNL1-CUG inh: MBNL1-poly(CUG) RNA binding inhibition; Potency, µM (top dose mostly 57.5 µM), for inactives: at the top dose activity change, negative = inhibition, usual class: inhibitors; TR-FRET MBNL1-His/biotin-(CUG)12 binding, 665/545 ratio; 280,000 compounds, 0.036% hits; Q9NR56; active = well fitted inhibition curve with a large enough effect in the signal ratio, with a control signal flat, not every such curve was filed as active; inconclusive = small, poorly fitted or top-dose-only effect, or effect the other way, or a change in a side signal; inactive = no such curve, though single readings can be large or run the other way; the % refers to the signal ratio; note: potency is the fitted concentration of half-maximal effect; % is set by controls: 0 for no effect and ±100 for the full control effect
# Target sequence (Q9NR56 whole entry, looked up): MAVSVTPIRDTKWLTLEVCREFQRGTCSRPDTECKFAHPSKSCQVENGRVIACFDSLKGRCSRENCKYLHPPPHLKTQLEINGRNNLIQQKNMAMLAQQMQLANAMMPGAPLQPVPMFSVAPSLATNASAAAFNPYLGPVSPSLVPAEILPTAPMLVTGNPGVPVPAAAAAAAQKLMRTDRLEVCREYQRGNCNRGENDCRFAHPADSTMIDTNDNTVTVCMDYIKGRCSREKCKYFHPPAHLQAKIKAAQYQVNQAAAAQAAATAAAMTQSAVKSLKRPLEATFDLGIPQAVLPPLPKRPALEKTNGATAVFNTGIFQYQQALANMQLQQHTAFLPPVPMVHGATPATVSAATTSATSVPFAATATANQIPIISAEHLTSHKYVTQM
#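 TR-FRET between His-tagged MBNL1 and biotin-(CUG)12 RNA, detected with Tb anti-His antibody (0.055 ng/ul) and streptavidin-XL665 (5 nM), 60 min at room temperature. Compounds titrated 92 nM to 58 uM; 665/545 nm ratio normalized to buffer and complex controls.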
# KCNH2 WT inh: blocks the wildtype human KCNH2 potassium channel. AID 720551. activity change, % at 1.84 µM. Q12809. U2OS, BacMam KCNH2, thallium flux FluxOr; hits give low values. 340,000 compounds, 0.37% hits;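 active = maximum activity change below -70%; inconclusive = maximum activity change between -70% and -50%; inactive = maximum activity change above -50%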; note: % is set by controls: 0 for no effect and ±100 for the full control effect
#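 U2OS cells transduced with wild-type KCNH2 virus are loaded with FluxOr dye for 45 min, and thallium flux is measured in kinetic reads before and after stimulation buffer. Rate constants are normalized to DMSO controls.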
# BCR signal inh: inhibitors of chronic active B-cell receptor signaling; ABC-DLBCL IkBa-CBG/CBR reporter, luminescence ratio, 4 h; AID 493014; Potency, µM (series often up to 46.1 µM), inactives show top-dose ratio change, negative = lower green/red ratio, actives largely listed as inhibitors; 340,000 compounds, 0.05% hits; active = well fitted inhibition curve with a large enough effect in the signal ratio, with a control signal flat, not every such curve was filed as active; inconclusive = small, poorly fitted or top-dose-only effect, or effect the other way, or a change in a side signal; the % refers to the signal ratio;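 note: potency is the fitted concentration of half-maximal effect; plate controls were basal doxycycline-induced cells for no effect and cells given 10 µM MG132 for full effect; MG132 reads +100%, hits lower the ratio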
#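 Cell line TMD8 (human ABC DLBCL), stably expressing tet-inducible CBG68-IkBa fusion and CBR; IMDM/0.5% FBS; cpd up to 46 uM; dox induction, 4 h, 37C/5% CO2; dual luminescence; green/red ratio; MG132 control.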
# ASM inhibitor: inhibitors of human secretory acid sphingomyelinase | P17405 | placental ASM, HMU-PC fluorogenic substrate, 60 min | Potency, µM (doses to about 57.5 µM), for inactives: at the highest dose activity change, negative = inhibition, most hits filed as inhibitors | 340,000 compounds, 0.006% hits; note: potency is the fitted concentration of half-maximal effect
#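 Fluorogenic HMU-PC substrate (9 uM final) is turned over by placental ASM in 60 min at 37 C after a 10 min compound preincubation. Reaction ended by alkaline stop (pH 10), with fluorescence read at 386/447 nm.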
# Menin-MLL TR inh: inhibitors of human menin-MLL interaction, mutant MLL peptide; O00255; Menin + Texas Red MLL mutant peptide, fluorescence polarization; Potency, µM (titrated, usually from 61.6 µM), without a hit: at the top dose FP activity change, negative = inhibition, usual class: inhibitors; 270,000 compounds, 0.23% hits; active = well fitted inhibition curve with a large enough effect in the polarisation, with a control signal flat, not every such curve was filed as active; inconclusive = small, poorly fitted or top-dose-only effect, or effect the other way, or a change in a side signal; inactive = no such curve, though single readings can be large or run the other way; the % refers to the polarisation; note: potency is the fitted concentration of half-maximal effect; % of control where 0% means no effect; many of its hits are not listed in these tables
# Target sequence (O00255 whole entry, looked up): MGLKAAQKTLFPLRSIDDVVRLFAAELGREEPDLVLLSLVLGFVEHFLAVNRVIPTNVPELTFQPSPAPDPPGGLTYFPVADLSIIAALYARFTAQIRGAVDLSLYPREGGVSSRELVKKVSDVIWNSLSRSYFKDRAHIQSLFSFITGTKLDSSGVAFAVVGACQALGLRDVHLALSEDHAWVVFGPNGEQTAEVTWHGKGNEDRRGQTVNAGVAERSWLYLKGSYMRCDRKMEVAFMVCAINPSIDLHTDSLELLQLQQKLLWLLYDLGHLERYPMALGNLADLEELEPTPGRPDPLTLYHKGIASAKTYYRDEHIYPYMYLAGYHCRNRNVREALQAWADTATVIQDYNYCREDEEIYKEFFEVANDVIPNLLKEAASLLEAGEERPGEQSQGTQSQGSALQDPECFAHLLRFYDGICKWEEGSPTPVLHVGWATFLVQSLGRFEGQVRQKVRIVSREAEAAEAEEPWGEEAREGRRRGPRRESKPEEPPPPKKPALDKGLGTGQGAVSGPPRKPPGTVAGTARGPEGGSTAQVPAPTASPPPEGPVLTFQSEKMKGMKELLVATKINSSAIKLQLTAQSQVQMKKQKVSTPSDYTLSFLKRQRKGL
# Mito fusion yeast: inhibitors of mitochondrial division or activators of mitochondrial fusion | Potency, µM (series often up to 46.1 µM), for inactives: top-dose growth rescue (activation), actives largely listed as activators | S. cerevisiae fusion-defective mutant growth rescue, CellTiterGlo 48 h | 320,000 compounds, 0.23% hits;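 note: potency is the fitted concentration of half-maximal effect; % of control where 0% means no effect; nearly all actives have a fitted effect of over 45% in size; temperature-sensitive fusion mutants such as fzo1-1 at 37 °C on non-fermentable ethanol glycerol medium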
#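 Growth-rescue viability read-out: after 48 h at the non-permissive 37C in glycerol/ethanol YPEG, yeast mitochondrial fusion mutants are measured by CellTiterGlo luminescence; compounds (23 nl pinned per well) restoring growth score as division inhibitors or fusion activators.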
# PKM2 act: activators of human pyruvate kinase M2; P14618; purified PKM2, Kinase-Glo ATP luminescence, activation; response scale: 0% is enzyme alone, no compound; Potency, µM (top dose mostly 57.5 µM), without a hit: at the top dose activation, actives largely listed as activators; 260,000 compounds, 0.34% hits; note: potency is the fitted concentration of half-maximal effect; % is set by controls: 0 for no effect and ±100 for the full control effect; nearly all actives have a fitted effect of over 55% in size
#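 hPK-M2, >95% pure; 0.1 mM ADP / 0.5 mM PEP final; imidazole pH7.2 buffer w/ 7 mM MgCl2, 50 mM KCl; 1 h RT; Kinase-Glo lum. Intermediate enzyme activity for dual inhibitor/activator qHTS.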
# USP2a block: inhibitors of human ubiquitin-specific protease USP2a | AID 463254 | USP2 core, Ub-CHOP2 coupled fluorogenic reporter, 485/531 | Potency, µM (series often up to 38.3 µM), without a hit: at the top dose activity change, negative = inhibition, usual class: inhibitors | 330,000 compounds, 0.01% hits;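 note: potency is the fitted concentration of half-maximal effect; plate controls were DMSO wells for no effect and full inhibition by NEM control for full effect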
#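 Deubiquitinase activity read as fluorescence (485/531 nm) after Ub-CHOP2 cleavage activates the enterokinase reporter on its substrate; USP2 core 10nM, Ub-CHOP2 and substrate 25nM each, 30min compound preincubation then 60min RT; data normalized to NEM, curves fitted.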
# GALK inh: blocks human galactokinase activity; P51570; Potency, µM (series often up to 57.5 µM), for inactives: top-dose activity change, negative = inhibition, most hits filed as inhibitors; Purified GALK, Kinase-Glo residual ATP luminescence; 270,000 compounds, 0.007% hits; note: potency is the fitted concentration of half-maximal effect; % is set by controls: 0 for no effect and ±100 for the full control effect
#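 GALK at 5 nM final was combined with compound, 35 uM ATP and 100 uM galactose in HEPES pH8.0 with MgCl2 and DTT. The reaction ran one hour at room temperature before luminescent ATP detection.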
# The depositor's hits bear a star; ? = inconclusive; nt = not tested or not shown; [ ] = dose if it differs, or a comment. Unless noted, calls come from the whole dose curve; as a rule, active = well fitted curve in the direction sought with a large enough effect; inconclusive = small, poorly fitted or top-dose-only effect, or another doubt; inactive = no such curve, though single readings can be large; an effect the other way counts as inactive or inconclusive. This is a subset; count on the stated rates, not on these rows.
SMILES,TSHR antagonist,Eya2 phos inh,MBNL1-CUG inh,KCNH2 WT inh,BCR signal inh,ASM inhibitor,Menin-MLL TR inh,Mito fusion yeast,PKM2 act,USP2a block,GALK inh
CC1CN(C(=O)C(C)N2CCN(c3cccc(Cl)c3)CC2)CC(C)O1 (stereo not drawn),1,-7%,-2%,0,-5%,-3%,2%,-1%,16%,-6%,12%
Nc1ccc2nc(SCc3cccc(F)c3)sc2c1,-7,-13%,-2%,-7,?,-8%,?,30%,-13%,-7%,-2%
O=C1C=C(c2ccccc2)C[C@H](c2cccs2)[C@H]1n1nnc([N+](=O)[O-])n1,-4,-19%,32%[activator],36,?,-9%,?,-30%,5%,-6%,-2%
CCOc1ccccc1Nc1nnc(Cc2ccccc2Cl)c(=O)[nH]1,4,2%,-6%,-2,?,3%,14%,0%,-8%,-1%,2%
Cc1ccc(NC(=O)COC(=O)CCc2ccccc2)cc1S(=O)(=O)N1CCOCC1,-11,3%,nt,8,0%,-8%,nt,nt,nt,4%,nt
Cc1cccc(NC(=O)CCN2CCC(C(N)=O)CC2)c1,-1,1%,1%,11,-1%,5%,12%,1%,0%,3%,0%
O=C1CCCc2ccccc2N1Cc1c(Cl)cccc1Cl,-35,-15%,-4%,-5,15%,0%,-22%,19%,-3%,0%,0%
CNc1c([N+](=O)[O-])cnn1-c1ccc(C)cc1,-2,12%,?,8,0%,-1%,2%,1%,?,0%,3%
CC1=NN(Cc2ccccc2)C(=O)/C1=C\c1ccc(N(C)C)cc1,3,0%,?,-9,?,-14%,-6%,0%,1%,-2%,1%
CCOc1cccc(NC(=O)CSc2nc(C)c3c(c2C#N)CCCC3)c1,21,?,?,1,3%,-1%,-2%,-3%,3%,-1%,-1%
CCOC(=O)C1CCCN(C2CC(=O)N(c3cccc(C)c3)C2=O)C1 (stereo not drawn),-5,-8%,16%,1,?,2%,12%,-21%,0%,-1%,3%
COC(=O)c1ccc(NC(=O)CSc2nc3[nH]ncc3c(=O)[nH]2)cc1,9,3%,nt,-3,2%,-1%,nt,2%,nt,0%,nt
Cc1noc(C)c1CSc1nnc2sc3ccccc3n12,7,12%,0%,5,-2%,1%,-1%,-2%,-1%,0%,4%
S=C(NCc1ccccc1)Nc1ccc(Cl)cc1,-7,-24%,-10%,24,11%,0%,18%,2%,-1%,0%,5%
Cc1nn2cc(-c3ccc(-c4ccccc4)cc3)nc2s1,-19,-8%,27%,-4,6%,8%,0%,-9%,-2%,2%,6%
CCn1c(NC(=O)c2ccccc2F)c(-c2cccs2)c(=O)c2ccccc21,3,4%,4%,-10,12%,3%,nt,3%,-15%,-4%,4%
O=[N+]([O-])c1ccc(OCc2cccc(COc3ccc([N+](=O)[O-])cc3)n2)cc1,-4,-7%,0%,-15,2%,1%,-16%,-1%,2%,-1%,0%
COc1ccc(C2=NOC(CNC(=O)c3ccccc3Br)C2)c(OC)c1 (stereo not drawn),-4,3%,8%,7,-9%,0%,nt,2%,-1%,1%,-3%
O=C1NC(=Nc2ccccc2Cl)S/C1=C\c1cc([N+](=O)[O-])ccc1O,?,14%,8%,-9,?,?,?,8%,-2%,1%,-24%
O=C(NC(=S)Nc1ccc(N2CCOCC2)c(Cl)c1)C(c1ccccc1)c1ccccc1,8,-13%,6%,-3,3%,-2%,?,-11%,3%,-10%,0%
Cc1cnc(C(=O)OCC(=O)N2CCN(S(=O)(=O)c3ccc(Cl)cc3)CC2)cn1,6,23%,nt,1,-17%,4%,nt,-1%,nt,-1%,nt
CCCC1S/C(=N/N=C/c2ccc(OC)cc2)N(Cc2ccc(OC)cc2)C1=O (stereo not drawn),8,-4%,1%,-4,-7%,-16%,15%,3%,-7%,2%,nt
O=C(Nc1nnc(C2CC2)s1)c1ccncc1,-3,9%,-2%,-5,?,3%,-3%,4%,-1%,0%,1%
CCCS(=O)(=O)NCCc1cc2cc(C)c(C)cc2[nH]c1=O,0,-1%,-2%,-1,?,-1%,1%,0%,-5%,0%,-4%
O=C(Nc1ccnn1C1CCN(Cc2cc3ccccc3[nH]2)CC1)C1CCOC1 (stereo not drawn),-5,8%,-1%,nt,-5%,nt,nt,-1%,0%,-3%,6%
CCOC(=O)N1CCN(C(=O)c2ccc3[nH]c(C)c(C)c3c2)CC1,nt,-15%,nt,-4,-6%,16%,nt,nt,nt,4%,nt
Cc1c(Cl)cccc1NC(=S)N1CCN(C(=O)C2CCCO2)CC1 (stereo not drawn),2,-3%,-7%,8,-8%,-2%,2%,-4%,2%,1%,-3%
CC(C)CN1C(=O)c2ccccc2C1(O)Cc1ccccc1 (stereo not drawn),22,-1%,?,4,?,-1%,-6%,10%,-19%,1%,-3%
O=C(NC1CCCC1)C(c1ccncc1)N(C(=O)c1csnn1)c1ccc(Cl)cc1 (stereo not drawn),6,-16%,-4%,5,1%,2%,-14%,0%,-2%,-1%,5%
COc1ccc(CCNC(=O)c2cc(S(=O)(=O)N3CCCCCC3)ccc2OC)cc1OC,-16,1%,nt,8,2%,-2%,nt,-4%,nt,1%,nt
COc1cccc(/C=N/NC(=O)c2oc3nc(-c4ccccc4)cc(-c4ccco4)c3c2N)c1,-8,2%,12%,-8,6%,30%,nt,5%,2%,1%,0%
CCC(=O)Nc1ccc(C(=O)CSc2nnc(-c3ccc(O)cc3)n2CC2CCCO2)cc1OC (stereo not drawn),7,14%,13%,-3,-2%,4%,-5%,-1%,1%,-1%,-4%
CC1CCc2nc(NC(=O)CSc3nc4ccccc4o3)sc2C1 (stereo not drawn),-42,6%,8%,-10,?,-2%,-3%,2%,2%,2%,-4%
Cc1cc[n+](CC(=O)c2ccc(NC(=O)c3ccccc3)cc2)c2ccccc12,-3,10%,?,5,0%,-3%,-20%,3%,-8%,-11%,8%
COC(=O)C(C(C)C)N(Cc1cc(OC)cc(OC)c1)S(=O)(=O)CCl (stereo not drawn),16,-8%,nt,-1,1%,-3%,nt,nt,nt,-6%,nt
O=C1C(Cc2ccc(F)cc2)SC(=Nc2ccccc2)N1c1ccccc1 (stereo not drawn),14,-7%,nt,-2,12%,-3%,6%,22%,6%,2%,1%
CCN(CC)S(=O)(=O)c1ccc(OCC2CCCCO2)c([N+](=O)[O-])c1 (stereo not drawn),-7,7%,?,5,2%,-1%,13%,3%,nt,-2%,0%
CCOC(CCn1ccc(O)c(Cc2ccc(Cl)cc2)c1=O)OCC,-9,-2%,-9%,-12,3%,6%,-18%,-1%,nt,2%,9%
CN1C(=O)C2ON(c3ccccc3)C(c3cccs3)C2C1=O (stereo not drawn),-6,-18%,5%,0,10%,-1%,0%,3%,3%,-1%,0%
COc1ccc(-c2nc(CS(=O)(=O)CC(=O)NCc3cccc(OC)c3OC)c(C)o2)cc1,-8,-10%,-2%,-6,?,-4%,?,-4%,-4%,6%,nt
COc1ccc(CSc2nc(C)cc(C)c2S(C)(=O)=O)cc1,-2,4%,-3%,3,-5%,-4%,24%,-3%,9%,1%,1%
Cc1onc(-c2ccccc2)c1CNS(=O)(=O)c1ccccc1[N+](=O)[O-],-1,-2%,nt,-6,5%,0%,nt,6%,1%,1%,0%
O=[N+]([O-])c1cc(S(=O)(=O)Nc2cccc(Cl)c2)ccc1N/N=C/c1ccc(N2CCOCC2)cc1,-25,1%,-10%,-12,10%,-21%,nt,-12%,0%,6%,0%
CN(C)CCN(C(=O)c1ccc2ccccc2c1)c1nc2c(F)cc(F)cc2s1,-19,4%,0%,0,-13%,-7%,-16%,18%,-3%,1%,-1%
CCOC(=O)C1=C(COc2ccc(C)cc2)NC(=O)NC1c1cc(C)ccc1C (stereo not drawn),4,-4%,0%,-13,-2%,1%,-9%,-3%,12%,5%,-3%
C/C(CC(=O)Nc1ccc2c(c1)OCCO2)=N\NC(=O)c1ccccn1,10,-9%,nt,-7,?,0%,2%,2%,-3%,1%,3%
